# From PubChem
# aSyn rescue: qHTS of alpha-syn Inhibitors; Yeast expressing alpha-synuclein, growth rescue, BacTiter-Glo, 24 h; Potency, µM (top dose mostly 46.1 µM), for inactives: at the top dose growth rescue (activation), actives largely listed as activators; actives 0.14% (n = 370,000); AID 652106, 2013; further: potency means the concentration at half of the fitted maximal effect; % of control where 0% means no effect; nearly all actives have a fitted effect of over 65% in size
#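 Screening used galactose-induced yeast with toxic alpha-synuclein levels, exposed to compound for 24 hr at 30 deg C. Cell growth, read with BacTiter-Glo luminescence, gave the measured signal.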
# Abeta yeast res: qHTS for compounds that reverse cellular toxicity of Amyloid beta (A-beta) peptide in yeast: Primary Screen. Potency, µM (top dose mostly 46.1 µM), inactives show at the top dose growth rescue, actives largely listed as activators. yeast expressing A-beta42, growth rescue, OD600, 48 h; response scale: 0% DMSO, 100% iron-clioquinol control. actives 0.063% (n = 410,000); further: potency means the concentration at half of the fitted maximal effect; nearly all actives have a fitted effect of over 55% in size
#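 Yeast growth medium received pinned compounds, then yeast cells expressing toxic A-beta were added; plates incubated at 30 C for 48 hr. Growth read as absorbance at 600 nm, normalized to DMSO and equimolar FeCl3 plus clioquinol controls.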
# GLP-1R inv ag: qHTS of GLP-1 Receptor Inverse Agonists (Inhibition Mode). Glucagon-like peptide 1 receptor (Homo sapiens), P43220. HEK293 GLP-1R CRE-luciferase, luminescence, 24 h; GLP-1R form is constitutively active. Potency, µM (titrated, usually from 38.3 µM), without a hit: top-dose activity change, negative = inhibition, hits mostly inhibitors. actives 1.6% (n = 410,000); further: potency means the concentration at half of the fitted maximal effect; on the % scale 0 is the no-effect control and ±100 the full control effect; nearly all actives have a fitted effect of over 55% in size
#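 HEK293 cells stably co-expressing constitutively active GLP-1R and a cAMP-responsive luciferase reporter were seeded in DMEM with 10% Nu serum, given compounds after 12 h, and incubated 24 h at 37 deg C. Luminescence was then read.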
# TDP43 rescue: qHTS of TDP-43 Inhibitors. AID 652104, 2013. Potency, µM (titrated, usually from 46.1 µM), inactives show at the top dose growth rescue (activation), usual class: activators. actives 1.8% (n = 410,000). TDP-43 expressing yeast growth rescue, BacTiter-Glo, 24 h; further: potency means the concentration at half of the fitted maximal effect; % of control where 0% means no effect; nearly all actives have a fitted effect of over 50% in size
#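 Cell-based yeast growth screen: TDP-43 expression induced in galactose, inoculum OD600=0.02 after raffinose pregrowth to mid-log. Read-out BacTiter-Glo luminescence at 24 hr, 30 deg C; inhibition of toxicity seen as signal increase.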
# PTHR1 ag: qHTS for PTHR1 Agonists: Primary Screen | Parathyroid hormone/parathyroid hormone-related peptide receptor (Homo sapiens), Q03431 | HEK293 GP2 PTHR1 cells, GloSensor cAMP luminescence, 1 h | Potency, µM (titrated, usually from 115 µM), without a hit: top-dose activation, hits mostly activators | actives 0.075% (n = 410,000); further: potency means the concentration at half of the fitted maximal effect; nearly all actives have a fitted effect of over 55% in size; some results filed as inactive show a strong effect at the top dose; inactives centre near -15; many of its hits are not listed in these tables
# Target sequence (Q03431 whole entry, looked up): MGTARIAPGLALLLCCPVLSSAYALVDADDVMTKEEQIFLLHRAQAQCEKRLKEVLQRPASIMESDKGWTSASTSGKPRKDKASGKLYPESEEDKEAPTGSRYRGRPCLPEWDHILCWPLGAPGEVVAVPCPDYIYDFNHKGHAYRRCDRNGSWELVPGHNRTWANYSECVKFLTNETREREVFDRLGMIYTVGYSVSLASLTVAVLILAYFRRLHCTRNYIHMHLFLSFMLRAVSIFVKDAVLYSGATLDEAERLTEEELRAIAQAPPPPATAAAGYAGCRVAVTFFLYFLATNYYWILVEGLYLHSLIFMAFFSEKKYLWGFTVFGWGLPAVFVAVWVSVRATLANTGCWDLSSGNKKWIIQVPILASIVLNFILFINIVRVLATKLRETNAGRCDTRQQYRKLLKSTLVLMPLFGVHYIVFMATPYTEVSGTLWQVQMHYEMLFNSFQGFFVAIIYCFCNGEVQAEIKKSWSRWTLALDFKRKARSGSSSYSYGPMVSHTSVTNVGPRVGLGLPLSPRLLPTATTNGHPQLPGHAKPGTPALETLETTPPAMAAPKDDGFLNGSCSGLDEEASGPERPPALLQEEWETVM
#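 HEK-293-derived GP2 cells expressing PTHR1 and a GloSensor cAMP reporter, 3,000/well, plated overnight, given luciferin plus IBMX (each 0.5 mM as added) for 1 h at 37 °C, then compound for 1 h at 37 °C. Luminescence was read after 15 min at room temperature.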
# pAkt inh: HTS Assay for Inhibitors of Akt Phophorylation: Primary Screen; actives 0.32% (n = 360,000); activity change, % for hits at 50 µM; Neuro2A IGF-stimulated pAkt S473 HTRF, 20 min; hits give low values; AID 651550, 2012; in the data active means activity change below about -80%; inconclusive means mostly about -51% to -80%; further: on the % scale 0 is the no-effect control and ±100 the full control effect
#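 Neuro2A cells (4,500/well, DMEM with 0.5% FBS) were treated with compound at a single 50 µM final concentration, stimulated with 6 nM IGF for 20 min at 37 °C, and lysed. Phospho-Akt Ser473 was read by HTRF as 665/615 ratio ×10^4.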
# FUS yeast rescue: qHTS for Suppressors of FUS Proteinopathy: Primary screen using FUS-linked yeast assay. S. cerevisiae FUS-expressing, growth rescue, OD600, 24 h. Potency, µM (titrated, usually from 76.6 µM), for inactives: at the highest dose growth rescue (activation), hits mostly activators. actives 0.24% (n = 390,000);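 further: potency means the concentration at half of the fitted maximal effect; plate controls were DMSO vehicle for no effect and reference control for full effect; nearly all actives have a fitted effect of over 55% in size; some results filed as inactive show a strong effect at the top dose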
#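 Steps: raffinose overnight preculture; dilution to OD 0.005 in 2% galactose minimal medium; compound addition (concentration series); 24hr at 30C, 99% humidity; absorbance read at 600 nm.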
# D3 antag: qHTS of D3 Dopamine Receptor Antagonist: qHTS; D(3) dopamine receptor (Homo sapiens), P35462; D3R cells, DiscoveRx beta-arrestin luminescence, antagonist mode; hits give low values; max response, negative = inhibition, %; actives 2.5% (n = 360,000); AID 652054, 2013; in the data active means max response below about -50%; inconclusive means no clear call, values can overlap the other calls; further: on the % scale 0 is the no-effect control and ±100 the full control effect; mostly tested at two doses, the higher about 12 µM
# Target sequence (P35462 whole entry, looked up): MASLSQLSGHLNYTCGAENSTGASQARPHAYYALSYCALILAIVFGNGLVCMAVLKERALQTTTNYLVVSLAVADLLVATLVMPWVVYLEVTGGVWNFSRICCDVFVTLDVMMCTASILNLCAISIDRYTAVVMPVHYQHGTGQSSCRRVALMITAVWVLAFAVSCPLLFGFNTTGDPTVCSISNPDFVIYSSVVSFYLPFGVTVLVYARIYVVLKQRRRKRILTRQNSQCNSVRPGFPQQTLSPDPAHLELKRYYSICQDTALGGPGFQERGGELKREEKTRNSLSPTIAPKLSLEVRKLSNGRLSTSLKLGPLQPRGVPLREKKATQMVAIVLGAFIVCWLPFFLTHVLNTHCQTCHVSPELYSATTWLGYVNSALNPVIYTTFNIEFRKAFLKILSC
#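 Cells expressing the human receptor were seeded at 1500 cells/well, incubated overnight at 37 degrees C in 5% CO2, then exposed to library compounds with dopamine controls for 90 minutes at 37 degrees C before luminescent detection.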
# GLP-1R agonist: qHTS of GLP-1 Receptor Agonists; Glucagon-like peptide 1 receptor (Homo sapiens), P43220; HEK293 GLP-1R CRE-luciferase, luminescence, 4-6 h; cells express a hypersensitive GLP-1R form; Potency, µM (doses to about 45.6 µM), inactives show top-dose activation, hits mostly activators; actives 0.007% (n = 380,000); AID 624172, 2012; further: potency means the concentration at half of the fitted maximal effect; % of control where 0% means no effect
# * = called active by the depositor; i = inactive; ? = inconclusive; . = no result given; [ ] = dose if it differs, or a comment. Unless noted, the call rests on the fitted dose curve; in most records, active means well fitted curve in the direction sought with a large enough effect; inconclusive means small, poorly fitted or top-dose-only effect, or another doubt; inactive means no such curve, though single readings can be large; an effect the other way counts as inactive or inconclusive. Not all compounds are listed; count on the stated rates, not on these rows.
# Order of values: aSyn rescue	Abeta yeast res	GLP-1R inv ag	TDP43 rescue	PTHR1 ag	pAkt inh	FUS yeast rescue	D3 antag	GLP-1R agonist
COc1ccc(N2CCN(CCCNC(=O)C3COc4ccccc4C3)CC2)cc1 (stereo not given)
  .	-16%	?	3%	-18%	.	6%	.	.
O=C(Nc1ccc(CN2CCOCC2)cc1)c1ccc2ccccc2c1
  3%	16%	?	12%	-45%[inhibitor]	i	-6%	-5	-3%
CCN(c1ccccc1)S(=O)(=O)c1ccc(OC)c(NC(=O)c2cc(F)c(F)c(F)c2F)c1
  -2%	10%	0%	19%	-34%	i	.	1	0%
O=C(Cn1c(=O)n(-c2ccc(Cl)cc2)c(=O)c2sc3ccccc3c21)NC1CCCC1
  .	-8%	7%	18%	-11%	.	-17%	.	-2%
COCCNC(=O)CC(c1ccccc1)c1ccccc1
  -2%	-8%	0%	-17%	-23%[57.5 µM]	i	-2%	5	14%
O=C(O)c1ccccc1C(=O)c1ccc(N2CCCC2)c([N+](=O)[O-])c1
  0%	-3%	6%	-16%	-35%[inhibitor]	i	-1%	-1	-1%
O=C(NCc1nnc(SCC(=O)N2CCc3ccccc32)o1)c1cccs1
  -3%	-4%	1%	4%	-1%	i	7%	-7	6%
Cc1ccccc1NC(=O)c1ccccn1
  2%	-6%	55%[activator]	13%	i	i	-28%	-8	7%
O=C(NCC1CCCN(Cc2cccc(F)c2)C1)c1cccc2ccccc12 (stereo not given)
  0%	10%	?	18%	i	i	-8%	-20	12%
CCc1ccc(C(=O)NC(Cc2c[nH]c3ccccc23)C(=O)OCC(=O)c2ccc(Br)cc2)cc1 (stereo not given)
  .	-12%	?	2%	4%	.	?	.	.
CCCNCC(=O)Nc1cccc(S(=O)(=O)NC2=NCCCCC2)c1
  0%	9%	16%	19%	i	i	2%	0	-1%
N/C(=N\OC(=O)c1ccccc1)c1ccn[nH]1
  -5%	-11%	?	16%	-23%	i	13%	15	-5%
FC(F)Oc1ccc(NC(=S)NC2CCCCCCC2)cc1
  -9%	11µM*	4.5µM*	24%	-27%	i	11%	5	1%
CCC(C)N(C(=O)Cn1nnc(-c2ccc(F)cc2)n1)C1CCS(=O)(=O)C1 (stereo not given)
  -1%	0%	16%	-11%	-16%	i	15%	4	-4%
O=C1CC(N2CCN(Cc3ccccc3)CC2)C(=O)N1c1ccc2c(c1)OCCO2 (stereo not given)
  3%	10%	9%	4%	11%	i	11%	-24	3%
CC(=O)OCC1=C(C(=O)O)N2C(=O)[C@@H](NC(=O)CSc3ccncc3)[C@H]2SC1
  -6%	2%	37%[activator]	-20%	-8%	i	40%	5	1%
C=Cc1ccc(Cn2c(C)c(CNCc3ccccc3C)c(C(=O)O)c2C)cc1
  .	-11%	-8%	-2%	-4%	.	3%	.	.
CCN1CCc2c(sc(NC(=O)c3ccc(S(=O)(=O)N4CCCCCC4)cc3)c2C(=O)NC)C1
  13%	-1%	?	13%	i	i	20%	-26	15%
Cc1c(O)c2c3c(cccc3c1O)C(=O)N(c1ccccc1)C2=O
  12%	-5%	-10%	-10%	-44%[inhibitor]	i	.	67	13%
CCOc1ccc(NC(=O)CN(C)S(=O)(=O)c2ccc3[nH]c4c(c3c2)CCCC4)cc1
  .	6%	11µM*	2%	-36%[inhibitor]	.	?	.	.
CCc1ccccc1N1C[C@@]23C=C[C@@H](O2)C(C(=O)OCC(C)C)[C@H]3C1=O (stereo not given in full)
  3%	14%	-14%	-4%	i	i	33%	11	-16%
O=C(CSc1nnc(-c2cccs2)o1)NCc1ccco1
  -2%	-9%	16%	-14%	-4%	i	-13%	6	0%
COc1ccccc1NC(=O)CSc1nnc(Cn2cnc3ccccc32)n1C
  3%	13%	0%	23%	i	i	-10%	-1	-7%
COc1ccc(CCN(CC(=O)NCc2ccc(F)cc2)C(=O)c2snc(C(N)=O)c2N)cc1OC
  -2%	13%	32%[activator]	-7%	i	i	6%	7	15%
N#CCCn1cc(C(=O)N2CCOCC2)c(-c2ccc3c(c2)OCCO3)n1
  1%	5%	7%	.	-11%	i	9%	32	9%
O=C(NC(Cc1ccccc1)C(=O)O)c1ccco1 (stereo not given)
  1%	-16%	17%	0%	i	i	7%	-4	4%
Cn1nc(C(=O)NCCc2ccc(Cl)cc2)c2c1-c1ccccc1SC2
  .	11%	-21%	9%	-7%	.	-5%	.	.
CCOCCCNC(=O)C1CCN(S(=O)(=O)c2ccc(C)cc2)CC1
  2%	8%	0%	-8%	-2%[57.5 µM]	i	8%	13	-13%
O=C(c1ccccc1)c1nn(-c2cccc(Cl)c2)c2nc(-c3ccccc3)cc(=O)n12
  -1%	-1%	3%	3%	i	i	.	5	-19%
COc1ccc(N2CCN(C(=O)c3cc4c(-c5ccc(Cl)cc5)nn(C)c4s3)CC2)cc1
  1%	3%	13%	?	-2%	i	14%	50	-3%
CN(C)CCNC(=O)Cc1ncc(C(F)(F)F)cc1Cl
  2%	-8%	-11%	11%	i	i	-2%	6	0%
COc1cc(NC(=O)c2cc(OC)c(OC)c(OC)c2)cc(-n2cnnn2)c1
  1%	12%	14%	4%	i	i	31%	1	14%
O=c1[nH]nc(-c2ccc([N+](=O)[O-])o2)c(=O)[nH]1
  -2%	10%	5%	-5%	-16%	i	-19%	1	6%
O=C(/C=C/c1ccco1)OCC(=O)c1ccc(OC(F)F)cc1
  -5%	-16%	18%	?	-15%	i	3%	8	3%
O=C(NC1CCCCC1)C(c1ccncc1)N(C(=O)Cc1cccs1)c1ccccc1 (stereo not given)
  1%	-3%	7%	2%	?	i	-2%	-7	-1%
Cc1nnsc1C(=O)NNS(=O)(=O)c1ccccc1
  -6%	6%	5%	-14%	i	i	17%	-25	-8%
O=C1N(Cc2cccc(Cl)c2)C[C@@H]2C[C@@H](c3ccco3)N3CCC[C@@]123
  2%	8%	?	-12%	-6%	i	15%	7	20%
CN(C)c1nc(N)nc(-c2cccnc2)n1
  1%	10%	47%[activator]	23%	i	i	-11%	-12	13%
C[C@@H](OC(=O)c1[nH]cnc1C(=O)N1CCN(C(=O)OC(C)(C)C)CC1)c1ccccc1
  4%	10%	6%	11%	-8%	i	-6%	-19	4%
O=C(c1cccc([N+](=O)[O-])c1)c1ccc2[nH]c(=O)[nH]c2c1
  -2%	3%	61%[activator]	-7%	-2%	i	14%	2	20%
CC(C)CCNC(=O)CCS(=O)(=O)c1cccc2nonc12
  0%	9%	-1%	7%	8%	i	5%	-22	4%
Cc1cccc(N2CCN(C(=O)c3[nH]c(C(F)(F)F)nc3-c3ccccc3)CC2)c1C
  9%	10%	-56%	0%	?	i	34%	?	2%
CCOc1ccc(-c2cc(C(=O)NCc3ccc(C)cc3)c3ccccc3n2)cc1
  .	-2%	0%	25%	-24%	.	11%	.	.
CCOc1ccccc1NC(=O)CSc1nnc(-c2ccco2)n1Cc1ccco1
  6%	-3%	-1%	24%	-40%[inhibitor]	i	27%	8	16%
CC1CC(C)CN(CC(O)COC2CC(C)CC(C)(C)C2)C1 (stereo not given)
  ?	2%	?	4%	i	i	8%	3	0%
Cc1c(Cl)ccc2c1NC(=O)[C@]21[C@@H]2C(=O)N(Cc3ccccc3)C(=O)[C@@H]2[C@@H]2CCCN21
  7%	-2%	?	-4%	-14%	i	?	-5	-7%
CCCCn1cc(S(=O)(=O)c2ccccc2)c(=O)c2cc(F)c(N3CCN(CCC)CC3)cc21
  .	2%	11%	18%	-11%	.	-19%	.	.
CC1CC(C)CN(c2ccc([N+](=O)[O-])cc2-c2nn[nH]n2)C1 (stereo not given)
  1%	-3%	13%	5%	i	i	12%	?	-7%
CCN1CCN(S(=O)(=O)c2ccc(Cl)c(C(=O)N(C)Cc3ccc(C(C)(C)C)cc3)c2)CC1
  2%	0%	?	10%	-24%	i	?	?	10%
O=C(CCn1nnc2ccccc2c1=O)N[C@@H](Cc1ccccc1)C(=O)O
  3%	18%	15%	0%	i	i	14%	2	-12%
CCOc1ccc(NC(=O)COC(=O)c2cc(=O)c3ccccc3o2)cc1
  -1%	-2%	5%	1%	-17%	i	0%	-14	1%
COc1ccc(/C=C2\SC(=S)N(c3cccnc3)C2=O)cc1
  2%	.	0%	13%	i	i	-7%	17	-2%
CC(C)(C)c1nnc(NC(=O)CCC2CCCCC2)s1
  1%	11%	-17%	15%	-19%	i	-13%	25	-3%
CC(C)C(=O)Nc1cccc(C(=O)NCc2ccc3c(c2)OCO3)c1
  -1%	-7%	-1%	-12%	i	i	27%	18	1%
Cc1cc(C(=O)COc2cccnc2[N+](=O)[O-])c(C)n1Cc1ccco1
  -3%	4%	-18%	24%	-38%[inhibitor]	i	35%	-3	0%

# Rewritten with bars between the fields: part of the list above
SMILES | aSyn rescue | Abeta yeast res | GLP-1R inv ag | TDP43 rescue | PTHR1 ag | pAkt inh | FUS yeast rescue | D3 antag | GLP-1R agonist
COc1ccc(/C=C2\SC(=S)N(c3cccnc3)C2=O)cc1 | 2% | . | 0% | 13% | i | i | -7% | 17 | -2%
O=c1[nH]nc(-c2ccc([N+](=O)[O-])o2)c(=O)[nH]1 | -2% | 10% | 5% | -5% | -16% | i | -19% | 1 | 6%
